# M5 ag – CHRM5 agonism in calcium assay | P08912 | CHO-K1 hM5 cells, Fluo-8 calcium fluorescence; 0% DMSO wells, 100% maximal acetylcholine response | activation, % at 3 µM | 360,000 compounds, 0.19% hits;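 active = activation above the run's mean over test compounds plus 3 SD, cut at about 23% in these data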;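 note: signal is peak over basal fluorescence ratio across the kinetic read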
# CHRM5 antagonist – antagonists of human muscarinic M5 receptor (CHRM5) | P08912 | CHO-hM5 cells, Fluo-8 calcium fluorescence, ACh EC80 | inhibition, % at 3 µM | 360,000 compounds, 0.59% hits;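 active = inhibition above a per-plate cutoff, the mean of that plate's test compounds plus 3 SD, cut at about 27% in these data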;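 note: 0% = acetylcholine EC80 with DMSO and 100% = DMSO without agonist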
# M5 PAM – positive allosteric modulators of human muscarinic M5 receptor | P08912 | CHO-K1 hM5, Fluo-8 calcium, ACh EC20 PAM; 0% = ACh EC20, 100% = ACh EC100 | activation, % at 3 µM | 360,000 compounds, 0.3% hits | AID 624038;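 active = activation above the run cutoff, the mean activation of all test compounds plus 3 SD, cut at about 18% in these data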
#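 Assay system: CHO-K1 hM5 cells / Incubation: Fluo-8 loading 80 min at 37 °C plus 30 min room temperature / Technique: Fluo-8 calcium dye fluorescence, kinetic read / Repeats: single replicate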
# CRFR2-BP ag – CRF-BP/CRF-R2 complex agonism; HEK293 CRF-R2/CRF-BP, calcium dye fluorescence (FLIPR); percent of saturating CRF peptide response; activation, % at 13.2 µM; 350,000 compounds, 0.46% hits;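 active = activation of at least 50%, plus an integration ratio under a set limit after plate pattern correction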;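 note: plate controls were neutral control wells without compound for no effect and CRF at EC100 for full effect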
# TAAR1 antag – human TAAR1 antagonism. 360,000 compounds, 1.5% hits. inhibition, % at 3 µM. CHO RD-HGA16 TAAR1, Fluo-8 calcium fluorescence, antagonist. Q96RJ0. AID 624466;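 active = inhibition above a per-plate cutoff, the mean inhibition of test compounds on that plate plus 3 SD, cut at about 49% in these data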;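 note: 0% = DMSO plus EC80 beta-PEA response and 100% = DMSO alone without agonist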
# Target sequence (Q96RJ0 whole entry, looked up): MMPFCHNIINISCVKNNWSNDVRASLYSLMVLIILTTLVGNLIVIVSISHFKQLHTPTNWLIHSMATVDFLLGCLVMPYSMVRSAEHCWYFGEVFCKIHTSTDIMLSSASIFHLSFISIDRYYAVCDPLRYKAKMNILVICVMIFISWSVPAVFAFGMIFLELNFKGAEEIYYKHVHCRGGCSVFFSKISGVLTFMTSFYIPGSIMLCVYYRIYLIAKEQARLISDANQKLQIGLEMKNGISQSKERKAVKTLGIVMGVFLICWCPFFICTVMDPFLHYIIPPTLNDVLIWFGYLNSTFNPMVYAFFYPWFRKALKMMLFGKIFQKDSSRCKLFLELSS
#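 Test system: hTAAR1-expressing CHO RD-HGA16 cells, Gα16-coupled; Probe or stimulus: EC80 β-phenethylamine stimulus; Compound dosing: single nominal final test compound concentration of 3 µM; Timing: 140 s kinetic read after compound, 140 s after agonist; Signal: Fluo-8 calcium-sensitive fluorescence; Measure: % inhibition of agonist calcium response; Controls: DMSO and EC80 PEA controls.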
# CRFBP-R2 block – antagonists of CRF-binding protein/CRF-R2 receptor complex; inhibition, % at 11.8 µM; AID 588475; 350,000 compounds, 0.59% hits; HEK293 CRF-R2/CRF-BP, CRF-induced calcium fluorescence;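 active = inhibition of the ligand-induced calcium signal above about 50% at the single tested concentration, limit read from the data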
# TAAR1 ag – agonists of human TAAR1. Q96RJ0. CHO RD-HGA16 TAAR1, Fluo-8 calcium fluorescence; vehicle wells 0%, saturating PEA agonist 100%. activation, % at 3 µM. 360,000 compounds, 0.99% hits;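 active = activation above the mean activation of all test compounds in the run plus 3 SD, cut at about 38% in these data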
#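 Assay system: CHO-derived RD-HGA16 cells with stable Gα16 and human TAAR1; timing: 17-24 h seeding, 75 min 37 °C dye, 30 min RT; read-out: % activation from peak over basal fluorescence ratio, DMSO-to-PEA scaled; measured by: kinetic Fluo-8 calcium fluorescence; benchmarks: low control DMSO, high control PEA (EC100); doses: 3 µM single concentration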
# M1 PAM parental – counter-screen for M1 PAMs: effect in parental CHO-K1 cells. ATP EC20, Fluo-8 calcium fluorescence; 0% at ATP EC20, 100% at ATP max. activation, % at 3 µM. 360,000 compounds, 0.02% hits;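 active = activation above the run cutoff, the mean activation of all test compounds plus 3 SD, cut at about 40% in these data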;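 note: peak over basal fluorescence ratio in a 140 s read after ATP addition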
# CHRM4 PAM – positive allosteric modulators of human muscarinic M4 receptor. P08173. CHO-K1 hM4/Gqi5, Fluo-8 calcium fluorescence, ACh EC20; 0% = ACh EC20, 100% = maximal ACh. activation, % at 3 µM. 360,000 compounds, 0.4% hits. AID 624126;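 active = activation above its plate's cutoff, the mean activation of sample wells plus 3 SD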; note: some results filed as inactive read as strong as hits
# Target sequence (P08173 whole entry, looked up): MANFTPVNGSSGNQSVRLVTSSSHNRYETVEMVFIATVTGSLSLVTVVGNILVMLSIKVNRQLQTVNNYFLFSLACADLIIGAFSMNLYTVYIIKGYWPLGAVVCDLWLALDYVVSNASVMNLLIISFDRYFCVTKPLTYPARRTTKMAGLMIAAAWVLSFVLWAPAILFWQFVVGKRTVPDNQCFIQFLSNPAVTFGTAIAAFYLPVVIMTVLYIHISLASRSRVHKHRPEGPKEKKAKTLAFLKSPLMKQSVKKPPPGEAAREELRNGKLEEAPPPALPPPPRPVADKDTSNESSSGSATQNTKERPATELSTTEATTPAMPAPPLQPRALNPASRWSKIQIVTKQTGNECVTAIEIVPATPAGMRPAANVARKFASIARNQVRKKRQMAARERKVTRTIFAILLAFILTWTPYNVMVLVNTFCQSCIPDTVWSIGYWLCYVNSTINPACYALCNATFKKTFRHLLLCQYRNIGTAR
# * hit, by the source's call; x = no result given.
SMILES,M5 ag,CHRM5 antagonist,M5 PAM,CRFR2-BP ag,TAAR1 antag,CRFBP-R2 block,TAAR1 ag,M1 PAM parental,CHRM4 PAM
COc1cc(/C=C(/C#N)c2nc3ccccc3[nH]2)ccc1OCc1ccc(C(=O)O)o1,0.7,3.2,-6.5,-0.8,6.8,8.1,3.7,9.7,8.2
CNS(=O)(=O)c1cc(OCC(N)=O)c(C)cc1Cl,2.3,-1.4,2.6,-2.5,8.2,14.4,8.8,3.0,1.4
CC(=O)c1cccc(NC(=O)c2ccco2)c1,0.6,1.6,-1.2,0.0,7.4,0.5,0.2,19.7,-6.7
Cc1cc(C)n2nc(C(=O)OCC(=O)c3ccc(F)cc3)nc2n1,4.9,-1.1,-4.2,0.0,-21.6,-10.7,-0.9,3.4,8.8
Cc1ccc(CNC(=O)c2cccnc2)cc1,4.0,-7.0,11.1,-2.3,-23.6,-7.0,2.0,7.4,-3.7
Cc1cc(C(=O)OCC(=O)N2CCCC2)c2ccccc2n1,5.0,-9.4,5.6,0.4,-0.2,2.4,5.1,11.0,-3.4
COc1ccc(-n2c(COc3ccc(C)cc3)nnc2SCC(N)=O)cc1,2.4,5.5,3.4,-1.4,1.6,-1.0,10.0,-1.8,13.4
COc1cccc(C(=O)N2CCN(c3ccccn3)CC2)c1,2.8,0.4,7.1,-0.4,-10.3,6.5,3.1,21.5,0.6
NC(=S)N/N=C/c1cc([N+](=O)[O-])ccc1OCCOc1ccccc1,4.4,6.6,-10.5,6.5,-10.8,14.4,6.7,14.1,1.8
COc1cccc(-n2nnc3c(=O)n(Cc4ccc(Cl)cc4)cnc32)c1,-2.1,-4.7,-1.4,-1.3,14.5,3.2,19.7,6.8,10.2
Cc1nnc(N2C(=O)C(O)=C(C(=O)c3ccco3)C2c2cccc([N+](=O)[O-])c2)s1 (stereo not drawn),1.4,-3.3,3.7,0.7,-11.0,-3.1,-0.3,5.4,13.3
COc1cccc(OC)c1C(=O)Nc1ccncc1,-2.1,9.5,1.3,-0.9,-23.7,15.8,0.6,13.8,10.7
O=C(Nc1ccc2[nH]ccc2c1)c1ccccc1,-4.3,2.6,-0.2,-2.4,-1.1,30.8,9.8,15.0,10.0
CC(O)C(O)C(O)C(O)C1NCCS1 (stereo not drawn),-4.2,-3.6,2.2,1.8,6.7,18.0,1.4,10.2,2.0
c1ccc(Cn2ncc3ccccc32)cc1,-1.1,4.5,-3.1,-1.6,-16.5,11.8,8.7,-13.2,-3.8

# Three of the entries above in order of their number in CHRM5 antagonist, falling:
SMILES	M5 ag	CHRM5 antagonist	M5 PAM	CRFR2-BP ag	TAAR1 antag	CRFBP-R2 block	CHRM4 PAM
CC(=O)c1cccc(NC(=O)c2ccco2)c1	0.6	1.6	-1.2	0.0	7.4	0.5	-6.7
COc1cccc(-n2nnc3c(=O)n(Cc4ccc(Cl)cc4)cnc32)c1	-2.1	-4.7	-1.4	-1.3	14.5	3.2	10.2
Cc1cc(C(=O)OCC(=O)N2CCCC2)c2ccccc2n1	5.0	-9.4	5.6	0.4	-0.2	2.4	-3.4

# Continued:
SMILES,M5 ag,CHRM5 antagonist,M5 PAM,CRFR2-BP ag,TAAR1 antag,CRFBP-R2 block,TAAR1 ag,M1 PAM parental,CHRM4 PAM
CN(C)C(=N)c1n[nH]nc1SCc1ccc(Cl)c(Cl)c1,-6.7,-2.4,6.3,0.1,-20.6,-4.1,1.6,16.2,-0.7
COc1ccc(C)cc1N(CC(=O)Nc1ccc2c(c1)OCCO2)S(C)(=O)=O,-1.8,12.6,-0.3,0.7,14.4,22.1,0.8,-8.0,-1.6
CC(C)N1CCC(C)(C(=O)Nc2ccc(-n3cccc3)cc2)C1 (stereo not drawn),-0.7,1.2,-8.0,x,-1.1,x,3.6,16.0,5.8
CC1=CCC2C(=O)N(c3ccc(S(N)(=O)=O)cc3)C(=O)C2C1 (stereo not drawn),2.5,10.3,-1.9,-0.7,-9.1,-12.4,1.6,-2.2,-5.2
Cc1c(NC(=O)CSc2nc3c(cnn3-c3ccccc3)c(=O)[nH]2)c(=O)n(-c2ccccc2)n1C,0.1,9.6,-6.2,0.2,-15.1,2.7,8.5,16.6,-2.8
O=S(=O)(Nc1ccncc1)c1ccc(Cl)c(Cl)c1,0.1,-7.1,0.5,3.3,-1.9,1.7,4.5,12.8,-1.0
CCNC1CCC(Nc2ccnc3cc(Cl)ccc23)CC1 (stereo not drawn),-3.9,11.3,-5.9,-0.7,0.8,-8.0,-0.1,9.0,2.1
CCCOc1ccc(N2C(=O)C3C(C(C)C)NC4(C(=O)c5ccccc5C4=O)C3C2=O)cc1 (stereo not drawn),-0.2,-3.5,3.5,-0.1,24.1,6.7,2.8,15.7,-1.1
Cc1cccc(-n2ccnc2SCC(=O)Nc2nccs2)c1,0.3,1.4,-2.3,0.7,-11.7,-0.5,3.3,9.8,-1.1
CCN(CC)c1ccc(C=N/C(C#N)=C(\N)C#N)cc1,4.0,-1.2,-4.5,35.3,-2.9,-20.9,7.2,-3.3,2.4
O=C(CNS(=O)(=O)c1ccc2ccccc2c1)OCc1csc(-c2ccccc2)n1,-3.7,3.0,-1.9,5.5,12.5,-34.7,3.3,10.0,6.9
CCn1c(COc2ccc(Cl)cc2)nnc1SCC(=O)Nc1ccc2c(c1)OCCO2,-3.4,2.5,-5.2,1.7,-3.8,18.8,2.4,15.9,0.7
Cn1c(SCC(=O)N2CCOCC2)nnc1-c1ccncc1,-2.3,-2.7,4.3,1.3,3.3,2.7,1.9,19.6,8.7
CCCCc1cc(=O)oc2cc(OCC(=O)N3CCC(C(=O)O)(c4ccccc4)CC3)ccc12,1.7,4.3,3.2,-0.5,9.5,15.0,0.8,-14.6,2.3
Cc1ccc(-c2cnc3c(Nc4cccc(OC(F)(F)C(F)F)c4)nccn23)cc1,1.4,4.9,-3.8,x,13.4,x,0.2,-2.2,1.2
CC(=O)Nc1ccc(S(=O)(=O)NC(CSc2ccc(C(=O)O)cc2[N+](=O)[O-])C(=O)O)cc1 (stereo not drawn),-1.2,16.5,-10.4,0.0,-30.0,22.9,5.5,-6.0,-5.6
COc1ccc(NC(=O)CN(C)CC(=O)c2c(C)[nH]c3ccccc23)cc1,0.9,-3.4,-7.0,-1.6,7.0,-13.6,8.0,-11.6,10.4
COc1ccc(N(CC(=O)NCc2ccc3c(c2)OCO3)S(=O)(=O)c2ccc(O)c(C(=O)O)c2)cc1,3.5,-11.4,3.9,-1.0,-3.1,20.8,5.5,3.3,3.1
CCOC(=O)[C@]12CCC=C1N(Cc1ccco1)C(=O)[C@H](CC(=O)NCCc1ccccc1OC)C2,-0.2,-6.8,7.5,x,0.2,x,62.2*,3.5,0.5
O=C(NC(Cc1ccccc1)C(=O)O)/C(=C/c1cccc([N+](=O)[O-])c1)NC(=O)c1ccco1 (stereo not drawn),-2.3,-3.1,2.7,0.0,-15.6,-2.2,0.5,-7.7,-0.5
Cc1c(C(=O)O)oc2c1C(=O)CC(C)(C)C2,-2.4,-6.8,6.0,-4.2,17.0,43.0,2.9,8.2,8.7
Cc1ccc2oc(=O)c3cnn(CC(=O)Nc4cc(-c5cccc(F)c5)no4)c3c2c1,-0.1,-1.0,-0.2,-2.2,-31.9,26.1,1.4,22.3,7.8
Cc1ccc(NC(=O)COC(=O)CCC(=O)c2ccc(Cl)cc2)cc1S(=O)(=O)N(C)C,1.3,4.3,0.1,0.6,-4.8,-11.1,6.0,10.5,-3.1
O=[N+]([O-])C(/C=C(\Cl)[N+](=O)[O-])=C(N1CCCCC1)N1CCCCC1,-1.6,11.7,-0.5,-0.8,9.6,6.8,6.1,1.7,-5.0
Cc1cc(C)nc(/N=C(\N)Nc2cccc(OCc3ccccc3)c2)n1,38.9*,29.1*,-31.8,107.7*,106.8*,-47.1,124.3*,-29.9,-17.0
CCOCCCNC(=O)c1ccc2c(=O)n(Cc3ccc(OC)cc3)c(=O)[nH]c2c1,4.3,-1.0,5.2,-1.1,-34.4,-2.4,1.6,-9.1,1.1
Cn1c(SCC(N)=O)nnc1C1CCN(S(=O)(=O)c2ccccc2C(F)(F)F)CC1,-3.5,2.1,6.9,-0.7,5.8,-7.0,5.4,15.8,5.4
O=C(Nc1ccccc1)Nc1ccc(-n2ccc(C(F)(F)F)n2)cc1,5.9,50.6*,-36.0,1.2,57.8*,4.4,11.8,-18.6,-61.8
O=c1c2c(-c3ccc([N+](=O)[O-])cc3)csc2nc2n1CCCCC2,-11.1,9.9,-4.1,-2.4,-18.0,18.5,-2.2,10.3,-6.2
O=C(Nc1ccccc1)Nc1ccc2ocnc2c1,3.4,2.5,2.5,0.0,13.2,4.5,19.6,12.5,-0.8
COc1ccc(N2CC(C(=O)NCCCN3CCOCC3)CC2=O)cc1 (stereo not drawn),1.0,-0.6,1.5,-0.1,-3.6,-10.3,0.9,15.4,-10.3
CCCC(=O)n1nc(-c2cccnc2)nc1NCc1ccc(OC)cc1,-1.0,15.5,-2.6,-3.0,-13.3,4.7,-2.3,10.4,-4.3
CCOC(=O)Cc1csc(NC(=O)c2ccc(Cl)s2)n1,0.4,16.9,-13.8,0.2,7.7,-1.6,0.2,-3.8,-9.2
CSC1=NC(C)(C)C=C(/C=C/c2ccc(Cl)cc2)N1,-2.0,5.8,6.0,6.0,9.2,-43.6,4.4,18.9,3.3
Cn1c(=O)[nH]c2ccc([N+](=O)[O-])nc21,-0.4,7.9,-3.8,-0.2,2.4,-1.0,0.3,-2.0,-17.2
COc1ccc(-c2cc3ccccc3oc2=O)cc1NC(=O)c1ccc([N+](=O)[O-])o1,0.4,-2.6,-3.6,2.1,-5.3,-5.6,2.2,-0.1,18.8
CCCCn1c(-c2csc(C(C)C)c2)n[nH]c1=S,-8.2,5.5,-2.9,0.3,-2.3,-7.7,13.1,-2.1,-2.8
CON(C)C(=O)CC(CN(Cc1ccccc1)C(=O)OC(C)(C)C)c1ccc(Cl)cc1 (stereo not drawn),-3.9,-7.7,-3.6,1.3,10.5,1.8,3.0,18.2,-4.2
CN1CCN(S(=O)(=O)c2cccc(C(=O)Oc3cccc(Br)c3)c2)CC1,0.1,0.9,6.7,2.0,9.4,-4.6,8.1,12.1,-5.6
CC(=O)Nc1ccc(/C=C/c2nc3ccccc3[nH]c2=O)cc1,-2.3,-1.5,-2.9,2.1,-5.5,-14.1,9.1,2.5,-0.8
CC(C)NC(=O)N(C)C[C@@H]1Oc2ncc(-c3cccc(C#N)c3)cc2C(=O)N([C@H](C)CO)C[C@@H]1C,1.0,-7.0,2.2,-0.1,4.4,2.5,-0.2,-3.2,3.9

# This is a random part of the collection; any-hit rate near 4.2%.
